# Compound activity as filed in PubChem.
# ELG1 DNA repair: ELG1-dependent DNA repair inhibition; HEK293T ELG1-luciferase reporter, luminescence, 16 h; DNA damage induced by 5-fluorouridine; Potency, µM (doses to about 46.1 µM), without a hit: at the top dose activity change, negative = inhibition, most hits filed as inhibitors; 330,000 compounds, 2.3% hits; AID 504467; further: potency means the concentration at half of the fitted maximal effect; on the % scale 0 is the no-effect control and ±100 the full control effect; nearly all actives have a fitted effect of over 55% in size
#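 DMSO vehicle served as the neutral condition. Each well held 2,000 cells given 5-fluorouridine plus compound; after 16 hr at 37 °C/5% CO2, ONE-Glo was added and luciferase measured 30 min later.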
# Tb PFK inh: T. brucei PFK enzyme inhibition. 330,000 compounds, 0.17% hits. T. brucei PFK, ADP-Glo luminescence. Potency, µM (doses to about 57.5 µM), inactives show at the highest dose activity, negative = inhibition, hits mostly inhibitors. O15648;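 further: potency means the concentration at half of the fitted maximal effect; 0% = uninhibited 1x PFK enzyme wells and -100% = no-enzyme wells; nearly all actives have a fitted effect of over 60% in size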
#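 Activity is normalized to no-enzyme wells (full inhibition) and 1.25 nM enzyme wells (no inhibition). Reaction: 0.5 mM F6P, 0.1 mM ATP, 45 min RT, ADP-Glo luminescence; concentration-response curves fitted and classed by quality.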
# TSHR antagonist: blocks TSH signaling through the human TSH receptor. TSHR-expressing cells, TSH-stimulated cAMP HTRF, 2 h; stronger effect = lower value. activity change, negative = inhibition, % at 11.5 µM. 330,000 compounds, 0.2% hits;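 active means activity change below a set negative limit, meaning inhibition stronger than a set level, cut at about -70% in these data; inconclusive means activity change between two set negative limits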; further: on the % scale 0 is the no-effect control and ±100 the full control effect
#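 Cell-based HTRF cAMP assay; TSHR cells + compound, TSH EC80 (4nM final), 2 h, 37 deg C. Lysis with anti-cAMP cryptate and cAMP-d2, 30 min RT, read 665/620 nm.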
# TSG101-PTAP inh: blocks PTAP/TSG101 interaction to inhibit HIV-1 budding. Q99816. Fluorescence polarization, FITC-PTAP peptide / Tsg101 binding. Potency, µM (series often up to 115 µM), for the others: at the highest dose activity change, negative = inhibition, usual class: inhibitors. 340,000 tested, under 10 active; active means well fitted inhibition curve with a large enough effect in the main read-out, with a control signal flat, not every such curve was filed as active; inconclusive means small, poorly fitted or top-dose-only effect, or effect the other way, or a change in a side signal; inactive means no such curve, though single readings can be large or run the other way; further: potency means the concentration at half of the fitted maximal effect; % of control where 0% means no effect
# Target sequence (Q99816 whole entry, looked up): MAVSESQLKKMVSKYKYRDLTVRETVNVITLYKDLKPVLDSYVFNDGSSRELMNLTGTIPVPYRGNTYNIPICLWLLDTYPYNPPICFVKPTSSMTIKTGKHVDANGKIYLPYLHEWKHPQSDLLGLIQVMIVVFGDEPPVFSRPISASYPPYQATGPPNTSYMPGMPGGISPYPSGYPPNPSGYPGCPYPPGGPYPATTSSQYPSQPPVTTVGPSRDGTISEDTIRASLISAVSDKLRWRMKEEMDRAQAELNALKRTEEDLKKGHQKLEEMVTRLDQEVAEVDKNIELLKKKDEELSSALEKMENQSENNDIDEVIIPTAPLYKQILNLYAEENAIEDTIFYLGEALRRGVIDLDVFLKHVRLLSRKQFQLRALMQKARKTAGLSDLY
#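 Fluorescence anisotropy tracks displacement of a FITC-tagged PTAP peptide (50 nM) from the Tsg101 binding domain (10 uM), following a 20 min room-temperature incubation at pH 7.5.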
# AT treatment: potential ataxia-telangiectasia treatments restoring KAP-1 phosphorylation. […] A-T fibroblasts, KAP-1 phosphorylation AlphaLISA; neocarzinostatin DNA damage 30 min before lysis. Potency, µM (titrated, usually from 57.5 µM), without a hit: top-dose activation, actives largely listed as activators. 320,000 compounds, 0.19% hits; further: potency means the concentration at half of the fitted maximal effect; % of control where 0% means no effect; nearly all actives have a fitted effect of over 45% in size
#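 ATM-like activity read as KAP-1 phosphorylation via AlphaLISA donor/acceptor antibody pairs after lysis and 6 hr at 25C. Cells were ATM-null patient fibroblasts ([…], hTERT), dosed 60 min, then exposed to the DSB inducer NCS for 30 min.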
# ASM inhibitor: human S-ASM enzyme inhibition; P17405; placental ASM, HMU-PC fluorogenic substrate, 60 min; Potency, µM (series often up to 57.5 µM), without a hit: at the top dose activity change, negative = inhibition, hits mostly inhibitors; 340,000 compounds, 0.006% hits; further: potency means the concentration at half of the fitted maximal effect
#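 Fluorescence read-out (Ex 386 nm, Em 447 nm) after stopping the reaction at pH 10. Enzyme: ASM from human placenta; substrate HMU-PC0, 9 uM final; 60 min, 37 °C. Compound preincubation 10 min, ambient temperature.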
# Integrin act MD: integrin-mediated muscular dystrophy alleviation activation. alpha7betagal myoblasts, beta-gal FDG fluorescence, 48 h. Potency, µM (doses to about 38.3 µM), without a hit: at the top dose activation, usual class: activators. 350,000 compounds, 0.064% hits;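 further: potency means the concentration at half of the fitted maximal effect; 100% = response of the positive control SU9516; nearly all actives have a fitted effect of over 60% in size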
#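 Alpha7betagal+/- myoblasts (passage 13) were plated 16-24 hr, then exposed to compounds (1:260 dilution of DMSO stock) for 48 hours at 37C. After MPER lysis, β-galactosidase reporter activity was read as FDG fluorescence (ex 480/em 540) after 30 minutes.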
# Eya2 inh: blocks the phosphatase activity of human Eya2. O00167. recombinant Eya2, OMFP fluorescence dephosphorylation (OMFP is methylfluorescein phosphate). Potency, µM (doses to about 76.9 µM), inactives show at the highest dose activity, negative = inhibition, usual class: inhibitors. 330,000 compounds, 0.006% hits; further: potency means the concentration at half of the fitted maximal effect; on the % scale 0 is the no-effect control and ±100 the full control effect
# Target sequence (O00167 whole entry, looked up): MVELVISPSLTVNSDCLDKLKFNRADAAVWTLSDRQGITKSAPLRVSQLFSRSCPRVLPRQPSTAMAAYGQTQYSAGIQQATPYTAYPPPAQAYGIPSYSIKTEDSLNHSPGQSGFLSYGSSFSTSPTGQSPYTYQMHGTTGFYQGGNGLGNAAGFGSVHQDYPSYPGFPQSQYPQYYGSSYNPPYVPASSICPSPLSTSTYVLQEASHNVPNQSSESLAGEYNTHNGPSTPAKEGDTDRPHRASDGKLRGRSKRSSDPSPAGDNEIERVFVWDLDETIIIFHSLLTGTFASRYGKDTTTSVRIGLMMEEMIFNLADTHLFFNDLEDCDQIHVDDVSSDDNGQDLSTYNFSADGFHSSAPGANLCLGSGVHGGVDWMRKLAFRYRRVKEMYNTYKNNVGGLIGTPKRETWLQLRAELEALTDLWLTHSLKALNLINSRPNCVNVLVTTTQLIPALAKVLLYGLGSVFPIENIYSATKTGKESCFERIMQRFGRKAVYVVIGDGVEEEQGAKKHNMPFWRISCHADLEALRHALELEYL
#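 Eya2 (0.2 uM) preincubated 10 min at ambient with compound, then OMFP substrate added at 50 uM; 10 min reaction in 50 mM HEPES pH 7.5, 50 mM NaCl, 5 uM MgCl2, 0.05% BSA, 1 mM DTT. Fluorescence read at Ex 485/Em 525 nm.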
# BCR signal inh: inhibitors of chronic active B-cell receptor signaling; 340,000 compounds, 0.05% hits; ABC-DLBCL IkBa-CBG/CBR reporter, luminescence ratio, 4 h; Potency, µM (series often up to 46.1 µM), for inactives: at the highest dose ratio change, negative = lower green/red ratio, usual class: inhibitors; active means well fitted inhibition curve with a large enough effect in the signal ratio, with a control signal flat, not every such curve was filed as active; inconclusive means small, poorly fitted or top-dose-only effect, or effect the other way, or a change in a side signal; the % refers to the signal ratio;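 further: potency means the concentration at half of the fitted maximal effect; plate controls were basal doxycycline-induced cells for no effect and cells given 10 µM MG132 for full effect; MG132 reads +100%, hits lower the ratio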
#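 TMD8 human ABC-DLBCL cells with doxycycline-inducible IκBα–green luciferase fusion and unfused red luciferase, in 0.5% FBS medium; compounds up to 46 uM, 4 h at 37C. Green/red luminescence ratio, filter-overlap corrected, fitted to concentration-response curves.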
# TCR activator: activators of T cell receptors | primary human leukocytes, anti-CD3, IL-2 HTRF, 48 h | AID 504894 | 330,000 tested, under 10 active | Potency, µM (series often up to 9.22 µM), without a hit: top-dose activation of IL-2 secretion, most hits filed as activators; further: % of control where 0% means no effect
#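 Primary human leukocytes were stimulated with a-CD3 beads plus compounds for 48 hr without co-stimulation; secreted IL-2 was quantified by HTRF using a-IL-2-K (europium cryptate) and a-IL-2-d2, excited at 320nm with acceptor emission read at 665nm.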
# Mito fusion act: inhibitors of mitochondrial division or activators of mitochondrial fusion. 320,000 compounds, 0.23% hits. S. cerevisiae fusion-defective mutant growth rescue, CellTiterGlo 48 h. Potency, µM (titrated, usually from 46.1 µM), for the others: at the highest dose growth rescue (activation), most hits filed as activators. AID 485298;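 further: potency means the concentration at half of the fitted maximal effect; % of control where 0% means no effect; nearly all actives have a fitted effect of over 45% in size; temperature-sensitive fusion mutants such as fzo1-1 at 37 °C on non-fermentable ethanol glycerol medium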
#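 Temperature-sensitive fusion-defective S. cerevisiae (e.g. fzo1-1, mgm1-5) were grown with compound in YPEG medium (3% ethanol, 3% glycerol) for 48 hours at 37C. Growth rescue was measured as viability by CellTiterGlo luminescence after 10 minutes at ambient.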
# Numbers without * were called inactive; ? = inconclusive; nt = no result given; [ ] = dose if it differs, or a comment. Unless noted, the call rests on the fitted dose curve; in most records, active means well fitted curve in the direction sought with a large enough effect; inconclusive means small, poorly fitted or top-dose-only effect, or another doubt; inactive means no such curve, though single readings can be large; an effect the other way counts as inactive or inconclusive. Rows were taken by chance; any-hit rate near 3.2%.
No.	Compound	Integrin act MD	TSG101-PTAP inh	Eya2 inh	BCR signal inh	Tb PFK inh	Mito fusion act
1	COC(=O)C1(C(O)C(=O)c2ccc(C)cc2C)CCCCC1 (configuration not stated)	0%	-3%	1%	10%	0%	3%
2	NS(=O)(=O)c1ccc(NC(=O)CSc2n[nH]c(=O)n2Cc2ccccc2)cc1	6%	-7%	0%	0%	-12%	-2%
3	CCCCn1nnnc1NCc1ccc(C)cc1	18%	-4%	0%	6%	2%	-1%
4	Cc1ccc(-c2nnc(Nc3ccc4c(c3)OCO4)c3ccccc23)cc1S(=O)(=O)NCCO	-1%	-3%	-1%	?	2%	-2%
5	COc1ccc2c(c1OC)C(=O)N1N=C(c3ccc(F)cc3)CC21 (configuration not stated)	-16%	0%	-1%	?	2%	-1%
6	CC(C)(C)N=C1C([N+](=O)[O-])=CC=C2C1=NC1(CCCCC1)N2O	-5%	-11%	-1%	2%	-6%	6%
7	COc1ccccc1NS(=O)(=O)c1ccc(C(=O)N2CCCCCCC2)cc1	-25%	0%	-3%	0%	4%	2%
8	CC(=O)Nc1ccc(S(=O)(=O)NC(CC(=O)NCCCN2CCOCC2)C(C)C)cc1 (configuration not stated)	-34%	-2%	-4%	10%	-2%	2%
9	CSCCC(NC(=O)COc1ccccc1)C(=O)N1CCN(c2ccccc2F)CC1 (configuration not stated)	4%	-9%	-4%	-5%	1%	1%
10	CCOc1ccc(S(=O)(=O)NCCC(=O)OCC(=O)N2CC(=O)Nc3ccccc32)cc1	33%	0%	21%	-2%	1%	-4%
11	Cc1cccc(-c2n[nH]c(=S)n2/N=C/c2ccc(C)s2)c1	1%	0%	2%	3%	1%	2%
12	CCOc1ccc(-c2[nH]nc3c2C(c2ccc4c(c2)OCO4)C(C#N)=C(N)O3)cc1OC (configuration not stated)	6%	-2%	6%	-21%	2%	-2%

No.	ASM inhibitor	TSHR antagonist	AT treatment	TCR activator	ELG1 DNA repair
1	5%	-15	-2%	-2%	-1%
2	-2%	7	14%	-5%	8%
3	-1%	-6	-4%	3%	9%
4	-1%	4	-5%	-3%	?
5	2%	5	-1%	-1%	5%
6	-4%	8	nt	5%[46.1 µM]	12%
7	2%	-14	18%	-4%	4%
8	2%	10	-2%	8%	-14%
9	2%	-16	2%	nt	-11%
10	-1%	-10	-2%	4%	3%
11	4%	3	2%	-4%[46.1 µM]	-1%
12	-1%	-3	9%	2%	12%

# Three compounds already listed, ordered by SMILES length, largest number first.
No.	Compound	Integrin act MD	TSG101-PTAP inh	Eya2 inh	BCR signal inh	Tb PFK inh	Mito fusion act
12	CCOc1ccc(-c2[nH]nc3c2C(c2ccc4c(c2)OCO4)C(C#N)=C(N)O3)cc1OC (configuration not stated)	6%	-2%	6%	-21%	2%	-2%
2	NS(=O)(=O)c1ccc(NC(=O)CSc2n[nH]c(=O)n2Cc2ccccc2)cc1	6%	-7%	0%	0%	-12%	-2%
5	COc1ccc2c(c1OC)C(=O)N1N=C(c3ccc(F)cc3)CC21 (configuration not stated)	-16%	0%	-1%	?	2%	-1%

No.	ASM inhibitor	TSHR antagonist	AT treatment	TCR activator	ELG1 DNA repair
12	-1%	-3	9%	2%	12%
2	-2%	7	14%	-5%	8%
5	2%	5	-1%	-1%	5%

# (more compounds)
No.	Compound	Integrin act MD	TSG101-PTAP inh	Eya2 inh	BCR signal inh	Tb PFK inh	Mito fusion act
13	Cc1ccc(-c2noc(CN3CCN(c4ccccc4F)CC3)n2)cc1	7%	1%	1%	5%	-5%	1%
14	OC(COCc1ccc(Cl)cc1)CN1CCCCC1 (configuration not stated)	0%	-5%	0%	-4%	-2%	2%
15	COc1ccccc1OCC(=O)NCC1CCCN(C(=O)c2ccccc2C(C)=O)C1 (configuration not stated)	-12%	nt	-1%	4%	1%	0%
16	CSc1ccc(CCNC(=O)CCc2nnc3ccc(N4CCCCC4)nn23)cc1	10%	-5%	15%	1%	1%	-2%
17	CC(C)(C)c1ccc(C(=O)OCC(=O)NCc2ccco2)cc1	-7%	-3%	-6%	7%	0%	6%
18	O=C(NCC(=O)N(c1cccc(F)c1)C(C(=O)NC1CCCC1)c1cccnc1)c1ccco1 (configuration not stated)	?	0%	-6%	0%	0%	-6%
19	CCN(CC)CCCN1C(=O)C(=O)/C(=C(/O)c2ccc(Cl)cc2)C1c1ccccn1 (configuration not stated)	0%	-6%	-18%	2%	2%	-2%
20	COc1cccc(C(=O)N2CCCC(c3nc(-c4cccs4)no3)C2)c1 (configuration not stated)	9%	-7%	7%	0%	-3%	8%
21	Oc1ccc(N=Nc2cccc(C(F)(F)F)c2)cc1C=Nc1ccc(N2CCOCC2)cc1	11%	6%	-5%	?	0%	3%
22	O=C(NNC(=O)c1csc(-c2cnccc2C(F)(F)F)n1)c1ccc(C(F)(F)F)cc1	-1%	1%	-10%	-1%	0%	-4%
23	CCOc1ccc(NC(=O)CSc2nc3[nH]ncc3c(=O)[nH]2)cc1	-15%	0%	6%	4%	0%	-7%
24	Cc1ccc(C)c(NC(=O)CCc2nnc3ccc(N4CCCCC4)nn23)c1	-28%	2%	1%	0%	1%	-5%

No.	ASM inhibitor	TSHR antagonist	AT treatment	TCR activator	ELG1 DNA repair
13	-10%	-6	13%	-2%	3%
14	-1%	5	12%	-4%	18%
15	-1%	-6	4%	-21%	15%
16	176%	2	-4%	0%	-3%
17	6%	-25	6%	1%	?
18	0%	-13	4%	-7%	19%
19	-1%	9	3%	5%	22%
20	3%	-4	6%	3%	-3%
21	nt	-18	6%	-5%[46.1 µM]	-16%
22	-3%	-4	3%	3%	?
23	-1%	-1	11%	0%	10%
24	-1%	?	9%	-9%	13%

# Carrying on.
No.	Compound	Integrin act MD	TSG101-PTAP inh	Eya2 inh	BCR signal inh	Tb PFK inh	Mito fusion act
25	Cc1ccc(S(=O)(=O)Nc2ccsc2C#N)cc1	?	-10%	12%	-1%	-2%	?
26	Cc1ccc(S(=O)(=O)N2CCCCC2)cc1NC(=O)CNc1ccc(C(F)(F)F)cc1	-3%	-10%	10%	?	4%	-7%
27	Cc1ccc(-n2c(C)nn(CC3CC3)c2=O)cc1	-2%	2%	14%	0%	-2%	-4%
28	COC(=O)N/N=C\c1ccc(OC/C=C/c2ccccc2)cc1	1%	-1%	0%	-3%	0%	5%
29	CC1=CC(C)(C)N2C(=O)C3(NCCc4c3[nH]c3ccccc43)c3cccc1c32 (configuration not stated)	-13%	-4%	-1%	3%	-6%	11%
30	CCCn1c2ccccc2c2cnn(CC(=O)NC3CCCC(C)C3C)c(=O)c21 (configuration not stated)	0%	-7%	-2%	2%	4%	17%
31	COc1ccccc1Oc1c(C)oc2c(CN3CCN(C)CC3)c(O)ccc2c1=O	nt	nt	-8%	2%	-4%	-4%
32	COc1ccc(CCN(C)C(=O)C23CC4CC(CC(Cl)(C4)C2)C3)cc1OC	?	-3%	2%	0%	-2%	-2%
33	Cc1cc(NC(=O)/C=C/C(=O)N(CC(=O)NC2CCCC2)c2ccc(F)cc2)no1	-9%	-3%	-3%	11%	0%	0%
34	O=C1OC(C(=O)NCc2ccccc2)Cc2ccccc21 (configuration not stated)	0%	0%	-2%	8%	-2%	-3%

No.	ASM inhibitor	TSHR antagonist	AT treatment	TCR activator	ELG1 DNA repair
25	-1%	-10	0%	11%	-3%
26	-4%	-6	-13%	-1%	3.7µM*
27	-1%	-4	1%	0%	20%
28	-8%	-4	0%	1%	2%
29	0%	10	-1%	2%	-20%
30	-3%	-11	-2%	-3%	10%
31	nt	-2	5%	nt	13%
32	1%	-3	16%	7%	-14%
33	1%	0	1%	2%	-3%
34	4%	3	-3%	0%	1%
